# Screening data from PubChem.
# CHO-K1 Ca antag – nonselective inhibitor or artifact in parental CHO-K1 cells. ATP-induced calcium, Fluo-8 fluorescence. inhibition, % at 3 µM. 360,000 compounds, 0.6% hits. AID 602250;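 active means inhibition above a per-plate cutoff, the plate's mean sample inhibition plus 3 SD, cut at about 24% in these data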;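 further: 0% = DMSO plus EC80 ATP and 100% = DMSO alone without ATP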
# OXTR potentiate – human OXTR potentiation; activation, % at 3 µM; 320,000 compounds, 0.061% hits; AID 2445; CHO-OTR cells, Fluo-8 calcium fluorescence, potentiator mode; 0% = oxytocin EC15, 100% = EC100; P30559;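 active means activation above that plate's cutoff, the mean activation of tested compounds plus 3 SD, cut at about 6.6% in these data, passing the limit was not always enough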;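 further: 100% uses oxytocin at 75 nM as the full agonist control; some results filed as inactive read as strong as hits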
# Target sequence (P30559 whole entry, looked up): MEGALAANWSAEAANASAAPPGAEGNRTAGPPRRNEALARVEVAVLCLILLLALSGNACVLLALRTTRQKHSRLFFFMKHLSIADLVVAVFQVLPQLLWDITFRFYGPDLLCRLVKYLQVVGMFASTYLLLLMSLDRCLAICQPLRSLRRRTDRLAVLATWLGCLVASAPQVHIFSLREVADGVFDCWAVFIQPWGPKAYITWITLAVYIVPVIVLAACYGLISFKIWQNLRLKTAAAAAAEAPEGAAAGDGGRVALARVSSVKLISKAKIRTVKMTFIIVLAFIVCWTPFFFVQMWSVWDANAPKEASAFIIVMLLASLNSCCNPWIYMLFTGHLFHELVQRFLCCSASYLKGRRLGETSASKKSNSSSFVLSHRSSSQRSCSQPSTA
#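 Dosing: Single dose, 3.0 µM nominal final compound concentration | Material: Human OTR in CHO cells | Technique: Kinetic Fluo-8 calcium fluorescence | Benchmarks: EC15 oxytocin alone as 0%, 75 nM oxytocin as 100% | Probe or stimulus: Oxytocin at about EC15, sub-maximal agonist stimulus | Incubation: Compound 6 min at room temperature before oxytocin, 100 s read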
# M1 PAM parental – nonselective activator or artifact in parental CHO-K1 calcium assay. ATP EC20, Fluo-8 calcium fluorescence; 0% at ATP EC20, 100% at ATP max. activation, % at 3 µM. 360,000 compounds, 0.02% hits. AID 602247;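 active means activation above the run cutoff, the mean activation of all test compounds plus 3 SD, cut at about 40% in these data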;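 further: peak over basal fluorescence ratio in a 140 s read after ATP addition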
# OXTR agonist – agonists of human oxytocin receptor; P30559; activation, % at 3 µM; CHO-OTR cells, Fluo-8 calcium fluorescence; normalized: DMSO 0%, oxytocin 100%; 320,000 compounds, 0.32% hits;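 active means activation above the mean of all tested compounds plus 3 SD, cutoff set per screening run, cut at about 20% in these data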;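 further: peak over basal fluorescence ratio from a 100 s FLIPR kinetic read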
# V1aR counter – V1a receptor agonism, counter-screen for OXTR agonists; AID 2797; activation, % at 3 µM; CHO-V1R cells, Fluo-8 calcium fluorescence, agonist mode; 0% DMSO, 100% 3 nM vasopressin; 320,000 compounds, 0.25% hits; P37288;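 active means activation above the mean activation of all tested compounds plus 3 SD, per screening run, cut at about 20% in these data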;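 further: signal is peak over basal fluorescence ratio across a 100 second FLIPR read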
# M1 ag parental – M1 agonist counterscreen hit in parental CHO-K1 cells; activation, % at 3 µM; Fluo-8 calcium fluorescence; scaled to maximal ATP response, vehicle zero; 360,000 compounds, 0.48% hits; in the data active means activation above about 15%;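 further: untransfected CHO-K1 host cells lacking M1 receptor as counterscreen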
# CHO parental Ca – counter-screen for OX1R antagonists: effect in parental CHO cells | parental CHO-K1, ATP-induced calcium, Fluo-8 fluorescence | inhibition, % at 5.6 µM | 330,000 compounds, 0.63% hits | AID 463079;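 active means inhibition above that plate's mean sample inhibition plus 3 SD, cut at about 26% in these data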;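 further: 0% = ATP-challenged DMSO wells and 100% = DMSO wells without ATP; some compounds past the cut are filed as inactive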
#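 Test system: parental CHO cells; detection: calcium-sensitive Fluo-8 fluorescence; evaluation: percent inhibition of calcium signal; also added: ATP as calcium-mobilizing challenge; repeats: one well per compound; control set: ATP-challenged DMSO wells low, unchallenged DMSO wells high; compound: single nominal dose of 5.6 µM per compound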
# TAAR1 antag – human TAAR1 antagonism | Q96RJ0 | CHO RD-HGA16 TAAR1, Fluo-8 calcium fluorescence, antagonist | inhibition, % at 3 µM | 360,000 compounds, 1.5% hits;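 active means inhibition above a per-plate cutoff, the mean inhibition of test compounds on that plate plus 3 SD, cut at about 49% in these data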;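 further: 0% = DMSO plus EC80 beta-PEA response and 100% = DMSO alone without agonist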
# Target sequence (Q96RJ0 whole entry, looked up): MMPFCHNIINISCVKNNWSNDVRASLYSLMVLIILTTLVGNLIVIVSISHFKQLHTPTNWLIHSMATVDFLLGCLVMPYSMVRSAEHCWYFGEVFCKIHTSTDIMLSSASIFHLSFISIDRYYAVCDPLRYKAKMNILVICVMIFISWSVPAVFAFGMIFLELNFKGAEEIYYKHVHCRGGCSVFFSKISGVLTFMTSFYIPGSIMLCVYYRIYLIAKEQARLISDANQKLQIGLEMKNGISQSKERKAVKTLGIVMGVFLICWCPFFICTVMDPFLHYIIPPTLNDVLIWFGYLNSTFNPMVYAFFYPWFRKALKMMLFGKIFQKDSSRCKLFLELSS
#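 System: CHO RD-HGA16 cells bearing hTAAR1. Reagent: EC80 β-phenethylamine stimulus. Schedule: seeding 17-24 h prior, 75-min 37 °C, 30-min RT dye loading. Signal: Fluo-8 intracellular calcium dye fluorescence, real-time kinetic reads. Read-out: % inhibition from peak post-agonist over basal fluorescence ratio. Benchmarks: vehicle wells and EC80 agonist wells. Replicates: n of 1.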
# GPR7 antagonist – human neuropeptides B/W receptor 1 antagonism; GPR7-expressing cells, fluorescence antagonist assay; AID 1861; 290,000 compounds, 1.1% hits; inhibition, % at 4.4 µM; in the data active means inhibition above about 16%, passing the limit was not always enough;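 further: cells stimulated with the agonist NPW; 0% = agonist with vehicle and 100% = vehicle without agonist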
# Target sequence (P48145 whole entry, looked up): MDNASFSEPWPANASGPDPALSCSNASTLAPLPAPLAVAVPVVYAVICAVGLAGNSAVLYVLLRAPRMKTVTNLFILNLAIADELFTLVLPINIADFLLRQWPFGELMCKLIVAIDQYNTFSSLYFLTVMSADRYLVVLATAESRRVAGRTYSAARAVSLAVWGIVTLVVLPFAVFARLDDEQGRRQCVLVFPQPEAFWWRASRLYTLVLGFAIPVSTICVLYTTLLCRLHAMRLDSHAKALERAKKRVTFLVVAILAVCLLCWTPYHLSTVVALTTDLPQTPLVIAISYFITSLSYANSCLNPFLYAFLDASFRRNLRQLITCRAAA
# Active calls of the source: *; x = not tested or not shown.
SMILES,CHO-K1 Ca antag,OXTR potentiate,M1 PAM parental,OXTR agonist,V1aR counter,M1 ag parental,CHO parental Ca,TAAR1 antag,GPR7 antagonist
Cc1cnc(=O)[nH]c1SCC(=O)Nc1nccs1,-6,-2,17,-0.8,-0.4,2.1,-7,-18,x
CCC(=O)Nc1ccc(NC(=O)CSc2nnnn2-c2ccc(OC)cc2)cc1,-7,-18,4,0.3,2.4,2.1,-4,5,13
COCCN(CC(=O)NCc1ccc(F)cc1)C(=O)CCC(=O)Nc1nccs1,-6,1,17,0.7,0.5,0.2,-9,-1,1
CCOc1ccc2oc(C(=O)OCC(=O)N3CC(C)OC(C)C3)c(C)c2c1 (stereo unspecified),-15,-10,11,1.6,2.8,2.8,-11,-5,x
Cc1c(N/C=C/C(=O)C(F)(F)F)c(=O)n(-c2ccccc2)n1C,-9,-16,10,-1.5,0.4,-0.3,-8,8,-3
COc1ccc2c(c1)OC[C@H]1[C@H]2N2C(=O)CN(CC3CCCO3)C(=O)[C@@]2(C)[C@H]1c1ccccc1 (stereo partly specified),-15,-9,-4,0.7,0.4,-0.4,-17,-13,x
Cc1csc(NC(=O)c2ccc(=O)[nH]c2)n1,1,-5,-10,0.2,-0.6,1.1,2,-3,-15
Cc1ccc(C)c(S(=O)(=O)N2CCN(C(=O)Cc3c(F)cccc3Cl)CC2)c1,-7,-3,8,0.6,-1.2,2.3,-6,11,x
CCOC(=O)c1ccc(NC(=S)NCCc2ccc(F)cc2)cc1,28*,-15,-5,9.2,8.6,23*,31,7,-4
COc1cccc(N2C(=O)C(O)=C(C(C)=O)C2c2ccc(OC)c(OC)c2)c1 (stereo unspecified),-3,-2,11,1.0,0.7,0.7,-10,-12,-5
CCSC1=C(C#N)C(c2ccc(C)o2)CC(=O)N1 (stereo unspecified),-7,-1,12,0.3,0.4,0.3,-13,-2,-6
Cc1cc(NS(=O)(=O)c2ccccc2)no1,0,-7,10,-0.4,0.8,0.4,3,-12,3
CCOc1cc(C(=O)NCCc2ccc(S(N)(=O)=O)cc2)cc(OCC)c1OCC,-18,-7,18,-0.8,-1.1,1.0,-8,2,-14
CN(C)c1ccc(-n2cccc2/C=C/[N+](=O)[O-])cc1,-9,7,4,-0.8,-1.2,0.0,6,-11,-12
O=C(O)/C=C\c1cc2c(cc1[N+](=O)[O-])OCO2,15,-4,-27,0.9,0.6,-0.3,-2,-5,-8
Cc1ccccc1-c1nnc(Cc2ccccc2)o1,-2,-7,21,-3.1,-0.5,0.7,-17,-10,-2
C=C1SC(=Nc2c(C)cccc2Cl)N(C(=O)c2sc3ccccc3c2Cl)C12CCCCC2,6,-17,-18,0.6,0.0,0.2,-5,-2,7
CC(=O)c1ccccc1NC(=O)CN1C(=O)CS/C1=C\c1nc(-c2ccc(C)cc2)cs1,18,0,-15,0.1,0.5,-0.3,-8,-1,-9
Cc1ccccc1OCC(=O)Nc1cnn(CCCC(=O)O)c1,-15,-1,14,-0.1,0.8,2.4,-2,0,-4
C/C(=N\NC(=O)c1ccccc1C)c1ccc(N2CCOCC2)cc1,2,-6,4,-1.0,0.5,-0.4,-4,-22,-3
Cc1ccccc1CNC(=O)c1ccc(Cl)c([N+](=O)[O-])c1,0,-8,-5,-0.5,1.5,1.2,-11,-13,9
CCC(C)(C)c1ccc(OCCCC[n+]2cccc(C)c2C)c(C(C)(C)CC)c1,13,-14,11,17,31*,25*,40*,-16,22*
Cc1cc(O)c(C(C)C)cc1NC(=O)c1cccc(Cl)c1,7,-5,12,-1.0,-0.4,0.7,0,21,-10
COc1ccc(CNS(=O)(=O)NCc2ccc(OC)c(OC)c2)cc1,3,-10,4,5.0,6.3,5.3,0,-9,1
N#Cc1c(-c2ccc(F)cc2)ccnc1N1CCOCC1,6,-8,-10,-0.8,7.2,0.5,-1,-4,-13
NS(=O)(=O)OCC1CCCCC1,-14,2,17,0.5,1.2,0.6,-5,-20,10
COc1ccccc1N(CC(=O)NC(C)(C)C)C(=O)CCC(=O)Nc1nccs1,-6,-4,22,0.0,-0.1,1.2,-17,6,-10
COc1ccc(N2CCN(C(=O)CSc3nnc(C4CC4)n3C3CC3)CC2)cc1,-14,x,18,x,x,0.2,x,-14,x
O=C(COc1ccc([N+](=O)[O-])cc1)Nn1cnnc1,-9,-15,15,-1.1,0.7,3.8,-9,-13,2
Cc1ccc(Cl)cc1NC(=O)CSc1nnc(C)n1-c1ccccc1,-8,-6,12,-0.9,0.3,0.5,-18,-15,9
COc1ccc(/C(C)=N/NC(=O)CNC(=O)COc2ccccc2)c(OC)c1,-2,-6,2,-1.2,-0.4,-0.3,-9,-10,-5
CCc1ccc(C(=O)OCC(=O)c2c(N)n(CC(C)C)c(=O)n(C)c2=O)cc1,3,-15,-2,6.3,7.7,10.0,1,-9,4
COc1ccc(C2(O)CCN(CCCCOc3ccccc3)CC2)cc1,5,-1,-5,2.1,5.6,0.9,-1,-6,0
COC(=O)CNc1nc(Cl)nc(NC2CCCCC2)n1,-14,x,22,x,x,2.1,x,-12,-8
O=C(NC1C/C=C\C(c2ccccc2)N(c2ccccc2)C(=O)C1)OCC1c2ccccc2-c2ccccc21 (stereo unspecified),-12,x,21,x,x,1.0,-23,x,x
COc1ccc2nc(C)cc(NCCN3CCOCC3)c2c1,1,-5,-4,0.0,1.0,0.7,0,5,0
Cc1ccc(/C=C/C(O)=C2/C(=O)N(C)C3(C)CC2c2ccccc2O3)cc1 (stereo unspecified),-3,-23,3,-2.1,-0.4,0.1,-15,-2,11
Cc1ccc(CNC(=O)CCc2ccc(S(=O)(=O)NC3CCCCC3)cc2)cc1,17,-15,-4,2.5,1.9,1.3,-20,19,-12
CCc1ccc(OCC(=O)Nc2ccc3c(c2)OCCO3)cc1,-17,-9,7,-0.7,0.7,1.0,-15,-18,-14
COc1cccc(NC(=O)c2ccc(NCCCN3CC(C)CC(C)C3)c([N+](=O)[O-])c2)c1 (stereo unspecified),-3,x,20,x,x,2.5,x,10,1
O=C1c2ccccc2NC(c2ccccn2)N1c1ccc(Cl)cc1 (stereo unspecified),-3,-5,14,-1.5,0.2,0.9,-21,9,-4
O=C1c2ccccc2S(=O)(=O)c2cc(C(=O)N3CCN(c4ccc(Cl)cn4)CC3)ccc21,-13,-10,7,1.7,1.1,6.0,-10,45,x
Cc1cccc(C(=O)OCC(=O)NCC2COc3ccccc3O2)c1 (stereo unspecified),-21,5,20,-1.3,-0.4,0.4,-13,-9,x
Cc1ccc2nc(Nc3nc(C)cc(C(F)(F)F)n3)nc(C)c2c1,-2,-6,14,-1.1,0.4,0.1,10,-5,9
Cc1ccc(C(=O)Nc2nc3c(s2)CCCC3)o1,-9,-2,8,-1.4,-1.5,0.2,-24,-2,-13
CCOc1cc(/C=N/NC(=O)c2ccncc2)cc(Cl)c1OS(C)(=O)=O,4,-5,-9,0.1,0.1,2.0,-8,0,16
Nc1nn2c(C(F)(F)F)cc(=O)[nH]c2c1N=Nc1cccc(F)c1,1,-3,21,-0.2,0.7,0.1,16,x,-6
Nc1ccc(C(=O)OCC(=O)N2CCc3ccccc3C2)cc1[N+](=O)[O-],-2,-4,-1,2.0,0.8,2.8,-17,17,3
Cc1nc(NCC2CCCO2)c2nnn(Cc3c(F)cccc3Cl)c2n1 (stereo unspecified),-16,-7,11,-1.1,0.2,0.7,-15,-1,3
O=C(Cn1c2ccc(F)cc2c2nc3n(c(=O)c21)CCS3)Nc1ccccc1F,x,-17,x,2.6,0.4,x,-19,x,-4

# (list continues)
SMILES,CHO-K1 Ca antag,OXTR potentiate,M1 PAM parental,OXTR agonist,V1aR counter,M1 ag parental,CHO parental Ca,TAAR1 antag,GPR7 antagonist
O=S(=O)(Nc1cccc(Cl)c1)c1ccc(-n2cccn2)cc1,14,-9,-9,-0.8,2.7,-0.2,15,15,-3
Cc1nc2ccc(NC(=O)CS(=O)(=O)c3ccc(F)cc3)cc2s1,-7,-2,-11,0.1,-0.6,0.8,-13,7,x
Cc1cccc(OCc2nnc(SCn3nnc4ccccc4c3=O)o2)c1,-10,-17,-6,0.2,3.0,1.3,-6,8,5
CC12C(=O)N(c3ccccc3)C(=O)C1C(c1ccccc1)N1CCCN12 (stereo unspecified),-7,2,15,1.4,0.3,0.6,1,-36,-6
COc1ccc(NC(=O)CNC(=O)Cn2ccc3ccccc3c2=O)c(OC)c1,-3,-3,4,0.1,0.2,-0.2,-12,-5,4
S=C(c1ccc(-c2cccc(Cl)c2)o1)N1CCCCC1,-7,-9,6,-2.3,-0.5,-0.3,-6,-25,-7
O=c1c(-c2ccccc2)nc(-c2ccccc2)cn1O,10,-10,-4,0.2,-0.8,-0.2,-5,-3,-4
O=C(c1cccc(NS(=O)(=O)c2ccc(F)c(F)c2)c1)N1CCN(Cc2ccccc2)CC1,3,-4,-8,2.1,2.0,1.0,-18,-28,-11
COC(=O)c1c(NC(=O)c2ccccc2F)sc(C(=O)N2CCOCC2)c1C,-12,5,13,0.9,1.8,2.5,-11,10,-13
O=C(c1cc2ccccc2oc1=O)N1CCN(c2ccccn2)CC1,-11,-11,3,-0.3,-0.2,0.1,-2,20,-5
CCN(CC)C(=O)C1CCC(C)(C(=O)O)C1(C)C (stereo unspecified),3,2,-1,0.6,1.1,0.6,-6,6,-13
CN(CCO)C(=O)C(c1ccccc1)c1ccccc1,-4,-6,4,0.5,0.7,2.4,-6,4,-10
COC(=O)C(Cc1c[nH]c2ccccc12)NC(=O)c1ccccc1Br (stereo unspecified),-12,-12,2,2.3,2.9,3.1,2,27,6
CCCCC(=O)NCCc1cc2ccc(OC)cc2[nH]c1=O,13,-1,-10,-0.4,0.1,-0.3,-14,-14,-15
O=C(N/N=C/c1cccc2ccccc12)c1ccncc1,-9,-2,12,-0.4,-1.4,-0.3,10,-14,24
Nc1c(N(CCC2=CCCCC2)C(=O)c2ccccc2F)c(=O)[nH]c(=O)n1Cc1ccccc1,-5,0,3,-0.1,-0.6,0.6,-19,-8,x

# Compounds were not picked by outcome, and some 3.5% of all compounds hit somewhere here.
